Shiga inhibitor = A qHTS for Small Molecule Inhibitors of Shiga Toxin | 9.2% of 290,000 active | AID 2315, 2010 | inhibition, % at 38.7 µM | Vero cells, Shiga toxin protein synthesis inhibition reporter; in the data active = inhibition mostly above about 28%, no sharp cut-off; inactive = mostly below about 43%; note: 0% is about no effect
AmpC detergent = qHTS Inhibitors of AmpC Beta-Lactamase (assay with detergent); P00811; AmpC hydrolysis of nitrocefin, absorbance 480 nm, 0.01% Triton; Potency, µM (titrated, usually from 114 µM), without a hit: at the top dose activity change, negative = inhibition, usual class: inhibitors; 0.041% of 370,000 active; AID 485294, 2010;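 note: potency is the fitted concentration of half-maximal effect; 0% = no-compound wells and -100% = no-enzyme wells; nearly all actives have a fitted effect of over 25% in size; some results filed as inactive show a strong effect at the top dose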
Target sequence (P00811 whole entry, looked up): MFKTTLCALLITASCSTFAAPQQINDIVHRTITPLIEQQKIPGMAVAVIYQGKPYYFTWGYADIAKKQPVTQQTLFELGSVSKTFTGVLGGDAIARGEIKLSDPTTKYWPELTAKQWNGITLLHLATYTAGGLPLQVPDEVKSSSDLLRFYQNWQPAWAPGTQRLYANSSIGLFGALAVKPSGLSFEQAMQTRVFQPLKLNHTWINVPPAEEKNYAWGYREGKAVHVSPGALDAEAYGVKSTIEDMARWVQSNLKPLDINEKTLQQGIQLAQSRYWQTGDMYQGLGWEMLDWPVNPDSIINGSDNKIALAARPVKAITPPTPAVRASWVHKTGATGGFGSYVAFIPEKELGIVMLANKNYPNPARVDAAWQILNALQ
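20 mM phosphate pH 7.0 + 0.01% (detergent screen) or 0.0001% Triton X-100; 5.3 nM AmpC reagent; cpd preinc 15 min RT; nitrocefin (800 uM stock) to start; A480 q20 s × 4 min; Activity was normalised to no-enzyme and no-compound control wells.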
Giardia FBPA inh = qHTS Assay for Inhibitors of Fructose-1,6-bisphosphate Aldolase from Giardia Lamblia; AID 2451, 2010; A8B2U2; purified Giardia FBPA; Potency, µM (titrated, usually from 59.6 µM), inactives show at the highest dose activity, negative = inhibition, usual class: inhibitors; 0.71% of 290,000 active; note: potency is the fitted concentration of half-maximal effect; % is set by controls: 0 for no effect and ±100 for the full control effect; nearly all actives have a fitted effect of over 55% in size
Target sequence (A8B2U2 whole entry, looked up): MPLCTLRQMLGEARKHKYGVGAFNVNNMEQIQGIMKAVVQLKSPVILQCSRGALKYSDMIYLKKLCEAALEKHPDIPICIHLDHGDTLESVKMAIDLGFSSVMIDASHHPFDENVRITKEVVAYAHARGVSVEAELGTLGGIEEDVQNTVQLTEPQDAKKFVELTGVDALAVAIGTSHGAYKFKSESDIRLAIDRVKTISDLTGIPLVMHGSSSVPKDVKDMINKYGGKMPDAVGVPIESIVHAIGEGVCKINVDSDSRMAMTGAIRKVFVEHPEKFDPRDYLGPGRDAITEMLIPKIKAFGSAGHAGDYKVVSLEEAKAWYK
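Giardia FBPA (40 nM reagent) was preincubated 10 min at RT with compound (up to 57.5 uM final), then substrate plus GAPDH/TPI/NAD/arsenate coupling system with diaphorase/resazurin was added; resorufin fluorescence (525/598 nm) was read after 20 min.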
AmpC no deterg = qHTS Inhibitors of AmpC Beta-Lactamase (assay without detergent). Potency, µM (series often up to 57.1 µM), for the others: top-dose activity change, negative = inhibition, most hits filed as inhibitors. 0.52% of 330,000 active. AmpC nitrocefin hydrolysis, absorbance 480 nm, 0.0001% Triton. AID 485341, 2010;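 note: potency is the fitted concentration of half-maximal effect; plate controls were no compound for no effect and no enzyme for full effect; nearly all actives have a fitted effect of over 20% in size; some results filed as inactive show a strong effect at the top dose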
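20 mM phosphate pH 7.0 + 0.01% (detergent screen) or 0.0001% Triton X-100; 5.3 nM AmpC reagent; cpd preinc 15 min RT; nitrocefin (800 uM stock) to start; A480 q20 s × 4 min; Activity was normalised to no-enzyme and no-compound control wells.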
CHX counter = Cycloheximide Counterscreen for Small Molecule Inhibitors of Shiga Toxin. cell reporter, cycloheximide protein synthesis inhibition counterscreen. max response, %. 12% of 300,000 active; in the data active = max response mostly above about 13%, no sharp cut-off; inactive = mostly below about 14%; note: read at 38.3 µM for the half of the compounds with a filed dose; 0% is about no effect
HCMV antiviral = qHTS Assay for inhibitors of the human cytomegalovirus (HCMV); HFF cells, HCMV-luciferase reporter, 72 h; stronger effect = lower value; activity change, negative = inhibition, % at 57.5 µM; 4.5% of 410,000 active; in the data active = activity change below about -60%; inconclusive = no clear call, values can overlap the other calls; inactive = above about -39%; note: % is set by controls: 0 for no effect and ±100 for the full control effect
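Compounds were evaluated in HFFs infected with an HCMV luciferase reporter virus (MOI 1 PFU/cell). Luciferase in lysates collected 72 h post infection served as the replication measure.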
AMA1-RON2 inh = qHTS for Inhibitors of AMA1-RON; Towards Development of Antimalarial Drug Lead: Primary Screen. AlphaScreen AMA1-biotinylated RON2 peptide binding. Potency, µM (titrated, usually from 58.2 µM), inactives show at the top dose activity change, negative = inhibition, most hits filed as inhibitors. 0.2% of 360,000 active;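 note: potency is the fitted concentration of half-maximal effect; 0% = vehicle wells and -100% = peptide control; nearly all actives have a fitted effect of over 45% in size; some results filed as inactive show a strong effect at the top dose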
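AMA1 (3D7) with his tag at 25 nM final met compounds first, then biotinylated RON2 peptide at 25 nM; detection used donor plus acceptor beads, 10 µg/mL apiece, read by AlphaScreen after 30 min at room temperature.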
* hit, by the source's call; u = inconclusive; x = not tested or not shown; + = active, no number; [ ] = dose if it differs, or a comment. Unless noted, calls come from the whole dose curve; as a rule, active = well fitted curve in the direction sought with a large enough effect; inconclusive = small, poorly fitted or top-dose-only effect, or another doubt; inactive = no such curve, though single readings can be large; an effect the other way counts as inactive or inconclusive.

SMILES	Shiga inhibitor	AmpC detergent	Giardia FBPA inh	AmpC no deterg	CHX counter	HCMV antiviral	AMA1-RON2 inh
O=C(O)CCC(=O)Nc1ccc(Cc2ccc(NC(=O)CCC(=O)O)c(O)c2)cc1O	-12	-4%	-3%	-14%	0	24	-12%
COc1cc(CC(=O)Nc2cccc(S(=O)(=O)N(C)c3ccccc3)c2)cc(OC)c1OC	x	x	x	-10%	x	u	2%
CC1CCN(S(=O)(=O)c2ccc(NC(=O)CCN3C(=O)C4CC=CCC4C3=O)cc2)CC1 (stereo not drawn)	x	-9%	x	10%	x	12	-12%
CCC1(c2ccccc2)NC(=O)N(CC(=O)N2CCN(S(=O)(=O)c3ccccc3)CC2)C1=O (stereo not drawn)	12	-7%	5%	16%	-3	-14	4%
NS(=O)(=O)c1ccc(NC(=O)Nc2ccc3c(c2)OCO3)cc1	96*	-2%	-7%	-36%	41*	40	-5%
O=C(Nc1c(C(=O)NCc2ccco2)cnn1-c1ccccc1)c1ccc(F)cc1	23	3%	-13%	-3%	1	-32	-11%
Cc1cc(C)c(S(=O)(=O)NCc2ccncc2)c(C)c1	21	-6%	3%	-3%	7	-84*	13%
CCOc1ccc(C(=O)Nc2ccc3[nH]ncc3c2)cc1	32	-15%	3%	-10%	19*	180	19%
CCC/C(=C1/C(=O)CC(C)(C)C(C(=O)OC)C1=O)N1CCCC1 (stereo not drawn)	-8	u	12%	-4%	-3	-17	-4%
CCOC(=O)N1CCC(NC(=S)Nc2ccc3nc(N4CCN(C)CC4)cc(C)c3c2)CC1	-9	3%	1%	130%[activator]	-2	-31	0%
Cc1cc(C)nc(N2CCC(C(=O)O)CC2)n1	11	u	2%	42%	0	1	-12%
COc1cccc(CNC(=O)Cn2cccc2)c1	-9	2%	6%	-12%	8	62	-12%
NC1=NC(=O)C(Cc2ccc(OC(F)(F)F)cc2)S1 (stereo not drawn)	-12	3%	3%	-13%	-2	1	6%
CC(C)N(Cc1cc2ccccc2[nH]c1=O)C(=O)c1cccnc1	-13	u	0%	-6%	2	39	8%
CCOC(=O)c1c(NC(=O)CSc2nnc(-c3ccco3)o2)sc(C)c1C	9	5%	-4%	-33%	6	-21	-14%
COc1ccc(N(CC(=O)Nc2cc(C(=O)O)ccc2C)S(=O)(=O)c2c(C)noc2C)cc1	-8	u	14%	-20%	-3	-5	9%
NC(=S)NNc1cccc(Cl)c1	-9	-2%	13µM*	-16%	-5	8	56%[activator]
O=C(CNc1ccccc1Cl)Nc1cc(S(=O)(=O)N2CCOCC2)ccc1Cl	x	0%	x	43%	x	-13	-1%
NC(=O)CCC(NS(=O)(=O)c1ccc(Cl)cc1)C(=O)NCc1ccc(Cl)cc1 (stereo not drawn)	-11	-8%	2%	19%	1	-15	-1%
COc1ccc(-c2nnn(CC(=O)N(CCCO)C(C(=O)NC3CCCC3)c3ccc(F)cc3)n2)cc1 (stereo not drawn)	5	-1%	0%	88%[activator]	-6	-4	7%
Cc1ccc(-c2nn3c(C)nnc3s2)cc1NC(=O)C(C)C	29	6%	10%	7%	11	33	12%
O=C(NCc1ccccn1)C1(C(F)(F)F)C/C(=C\CCO)CCCO1 (stereo not drawn)	-3	x	-14%	x	14	12	7%
Cc1cc(NC(=O)CS(=O)CC(=O)Nc2c(C)cccc2C)ccc1-n1cnnn1 (stereo not drawn)	-8	-12%	7%	-5%	-10	14	-6%
Cc1ccc(N=C2NC(=O)C(CC(=O)NCc3ccccc3)S2)cc1C (stereo not drawn)	12	-4%	4%	-10%	1	-14	-5%
COc1cc([C@H]2c3c(cc(OC)c(O)c3OC)C[C@@H](CO)[C@@H]2CO[C@@H]2O[C@H](CO)[C@@H](O)[C@H](O)[C@H]2O)cc(OC)c1O	x	u	x	3%	x	16	-2%
More structures
SMILES	Shiga inhibitor	AmpC detergent	Giardia FBPA inh	AmpC no deterg	CHX counter	HCMV antiviral	AMA1-RON2 inh
CC(CCc1ccccc1)NC(=O)COC(=O)c1ccc(F)cc1 (stereo not drawn)	-5	u	0%	-1%	-6	u	5%
CCOc1ncccc1C(=O)Nc1ccc(C)c(S(=O)(=O)N2CCCCCC2)c1	x	-19%	x	82%[activator]	x	-15	33%[activator]
O=c1cc(CN2CCOCC2)c2ccc(O)c(O)c2o1	3	1%	u	-13%	-7	32	73%[activator]
Cc1ccccc1-n1nc2c(c1NC(=O)CC(C)C)CS(=O)C2 (stereo not drawn)	26	-8%	8%	-7%	1	-21	-1%
Cc1nc(C)c(C(=O)Nc2ccccc2)s1	35	u	1%	-11%	8	4	4%
CCOC(=O)c1c(C)[nH]c(C(=O)COC(=O)c2ccc(O)cc2)c1C	54*	-5%	-3%	60%[activator]	22*	-4	-3%
COc1ccc(NC(=O)CN(C)C(=O)c2n[nH]c3ccccc23)cc1	x	-10%	x	-25%	x	5	0%
O=C(Nc1ccccc1C(=O)N1CCOCC1)c1cccnc1	0	0%	-2%	-8%	5	-6	0%
O=C(O)CN1C(=O)COc2ccc(S(=O)(=O)N3CCCCCC3)cc21	-8	-2%	6%	-18%	-3	-61*	-1%
C[C@@H]1NC(=O)[C@@]2(C)[C@@H](c3ccccc3)[C@H]3COc4ccccc4[C@@H]3N2C1=O	x	0%	x	-13%	x	-31	8%
Cc1cc(C)n(C(=O)c2ccc(C)c(S(=O)(=O)N3CCOCC3)c2)n1	-7	-9%	1%	15%	-6	-11	-6%
CCCC(=O)Nc1ccc(C(=O)NNC(=O)c2cccs2)cc1	-16	-7%	0%	-16%	-2	77	-2%
Cc1sc(N)nc1-c1ccc(Oc2ccccc2)cc1	78	2%	6%	-39%	19*	21	37%[activator]
O=c1oc2ccccc2c(NCc2cccc(F)c2)c1[N+](=O)[O-]	12	3%	1%	-15%	6	10	-4%
Cc1sc2ncnc(N3CCC(C(=O)Nc4cc(Cl)ccc4Cl)CC3)c2c1C	x	u	x	17%	x	-20	-6%
Cc1noc(C)c1S(=O)(=O)N(CC(=O)Nc1ccc2c(c1)OCCO2)c1ccc(C(C)C)cc1	12	-8%	-5%	-17%	-5	u	2%
CCOc1ccc(NC(=O)CCNS(=O)(=O)c2ccc3c(c2)CC(C)N3C(C)=O)cc1 (stereo not drawn)	-1	-1%	8%	-12%	-2	0	-20%
CN(Cc1nc2ccc(Cl)cc2[nH]1)Cc1nc(-c2cnccn2)no1	-3	4%	-15%	-6%	0	-23	13%
CCN(CCn1cccn1)C(=O)CCc1nnc(-c2ccc3c(c2)OCO3)o1	41	4%	1%	-1%	-1	7	-4%
Cc1ccccc1NC(=O)N(CCc1nc2ccccc2[nH]1)Cc1ccccc1	-3	-5%	1%	u	-2	4	-3%
CCOC(=O)N1CCN(C(=O)c2ccc3c(=O)n(Cc4ccc(OC)cc4)c(=S)[nH]c3c2)CC1	-3	1%	2%	131%[activator]	-3	17	99%[activator]
Cc1cc2cccc(C)c2nc1SCC(=O)N(C)c1nc(-c2ccccc2)cs1	5	2%	0%	-18%	-1	25	-8%
COC(=O)C1NN=C(C(=O)c2ccccc2)C1c1ccccc1 (stereo not drawn)	-2	6%	2%	-29%	0	-25	-12%
O=C(CCSc1nccn1Cc1ccccc1)N1CCOCC1	+	-12%	1%	-15%	19*	49	-3%
Cc1ccc(C)c(-c2nnc(NC(=O)Cc3ccccc3)o2)c1	-1	-5%	x	-21%	-5	-32	25%

Full records, looked up by structure. Values in the order: Shiga inhibitor, AmpC detergent, Giardia FBPA inh, AmpC no deterg, CHX counter, HCMV antiviral, AMA1-RON2 inh
Profile of Cc1ccccc1NC(=O)N(CCc1nc2ccccc2[nH]1)Cc1ccccc1 → -3, -5%, 1%, u, -2, 4, -3%
Profile of Cc1ccc(C)c(-c2nnc(NC(=O)Cc3ccccc3)o2)c1 → -1, -5%, x, -21%, -5, -32, 25%
Profile of Cc1nc(C)c(C(=O)Nc2ccccc2)s1 → 35, u, 1%, -11%, 8, 4, 4%

Later entries.
SMILES	Shiga inhibitor	AmpC detergent	Giardia FBPA inh	AmpC no deterg	CHX counter	HCMV antiviral	AMA1-RON2 inh
COc1cccc(C(=O)CN2CCN(S(=O)(=O)c3cccc([N+](=O)[O-])c3)CC2)c1	-4	u	-11%	-22%	2	-25	40%[activator]
CCC(CO)NCc1ccc(OCC(=O)Nc2cccc(C(F)(F)F)c2)c(OC)c1 (stereo not drawn)	-5	-10%	4%	27%	-2	8	16%
CCS(=O)(=O)c1ccc(O)c(NC(=O)c2cc(-c3ccccn3)nc3ccccc23)c1	x	x	x	-55%	x	88	12%
O=C(c1cc(F)c(F)cc1Cl)N1CCCc2ccccc21	-6	3%	-5%	8%	-1	-29	7%
CC(=O)NCc1cc(-c2nn(C)c(=O)c3ccccc23)ccc1C	-10	0%	-1%	17%	5	133	1%
Cc1cc(S(=O)(=O)Nc2nc(CN3CCOCC3)nc3sc4c(c23)CCCC4)ccc1F	-8	4%	-13%	134%[activator]	-3	36	16%
Cc1ccc(CN2CC(C(=O)Nc3ccc4c(C)cc(=O)oc4c3)CC2=O)cc1 (stereo not drawn)	26	-15%	0%	35%	4	-5	-5%
O=C(Nc1cccc2ncccc12)c1ccccc1F	1	4%	9%	0%	1	-3	-1%
COc1ccc(NC(=O)CCS(=O)(=O)c2ccc3c(c2)CCCN3C(C)=O)cc1Cl	-16	4%	6%	-8%	-4	-7	u
Cc1cc(C(=O)N2CCC(Cc3ccccc3)CC2)c(C)o1	-6	-4%	-4%	47%	-3	26	-2%
CCN(CC)C(=O)CSc1nnc(-n2nc(C)cc2C)c2ccccc12	-7	-15%	5%	18%	-4	-37	2%
COc1cc(Oc2nc(C(F)(F)F)nc3ccccc23)ccc1C=O	-7	-6%	11%	1%	1	-1	-6%
COc1ccc(CCNC(=O)C2CCCN(C(=O)N(C)C)C2)c(OC)c1 (stereo not drawn)	-11	-15%	3%	-7%	-4	19	-5%
O=C(NCCC1=CCCCC1)C1CC(=O)N(C2CCCCC2)C1 (stereo not drawn)	-9	-1%	1%	1%	-2	20	1%
CCOC(=O)Cn1nc(C)c(NC(=O)c2ccc([N+](=O)[O-])c(C)c2)c1C	-13	1%	4%	-24%	1	-3	-4%
COC(=O)c1cc2c(s1)CS(=O)C2 (stereo not drawn)	81	-1%	1%	-21%	48	-9	0%
CN(Cc1ccccc1)C(=O)c1[nH]cnc1C(=O)Nc1ccc(Cl)cc1	x	-2%	x	33%	x	-31	150%[activator]
CC(C(=O)c1ccccc1)N1C(=O)c2ccccc2C1=O (stereo not drawn)	14	-2%	-2%	-8%	5	-26	-4%
Cc1ccc(NC(=O)c2ccccc2NC(=O)c2cccnc2)cc1	-10	-4%	3%	-31%	-2	-6	-11%

Source: PubChem BioAssay

Rows are unselected. Share with any hit: about 16%.
